Bioassay records deposited in PubChem by National Center for Advancing Translational Sciences (NCATS).
EPAC2 agonist: qHTS for Agonist of cAMP-regulated guanine nucleotide exchange factor 4 (EPAC2): primary screen; EPAC2 activation, biochemical qHTS; response scale: 100% = 6.5 mM cAMP response; Potency, µM (highest dose often 154 µM), for inactives: top-dose activation, hits mostly activators; 360,000 compounds, 0.079% hits; AID 720711, 2013; note: potency is the fitted concentration of half-maximal effect; nearly all actives have a fitted effect of over 50% in size
Target sequence (Q8WZA2 whole entry, looked up): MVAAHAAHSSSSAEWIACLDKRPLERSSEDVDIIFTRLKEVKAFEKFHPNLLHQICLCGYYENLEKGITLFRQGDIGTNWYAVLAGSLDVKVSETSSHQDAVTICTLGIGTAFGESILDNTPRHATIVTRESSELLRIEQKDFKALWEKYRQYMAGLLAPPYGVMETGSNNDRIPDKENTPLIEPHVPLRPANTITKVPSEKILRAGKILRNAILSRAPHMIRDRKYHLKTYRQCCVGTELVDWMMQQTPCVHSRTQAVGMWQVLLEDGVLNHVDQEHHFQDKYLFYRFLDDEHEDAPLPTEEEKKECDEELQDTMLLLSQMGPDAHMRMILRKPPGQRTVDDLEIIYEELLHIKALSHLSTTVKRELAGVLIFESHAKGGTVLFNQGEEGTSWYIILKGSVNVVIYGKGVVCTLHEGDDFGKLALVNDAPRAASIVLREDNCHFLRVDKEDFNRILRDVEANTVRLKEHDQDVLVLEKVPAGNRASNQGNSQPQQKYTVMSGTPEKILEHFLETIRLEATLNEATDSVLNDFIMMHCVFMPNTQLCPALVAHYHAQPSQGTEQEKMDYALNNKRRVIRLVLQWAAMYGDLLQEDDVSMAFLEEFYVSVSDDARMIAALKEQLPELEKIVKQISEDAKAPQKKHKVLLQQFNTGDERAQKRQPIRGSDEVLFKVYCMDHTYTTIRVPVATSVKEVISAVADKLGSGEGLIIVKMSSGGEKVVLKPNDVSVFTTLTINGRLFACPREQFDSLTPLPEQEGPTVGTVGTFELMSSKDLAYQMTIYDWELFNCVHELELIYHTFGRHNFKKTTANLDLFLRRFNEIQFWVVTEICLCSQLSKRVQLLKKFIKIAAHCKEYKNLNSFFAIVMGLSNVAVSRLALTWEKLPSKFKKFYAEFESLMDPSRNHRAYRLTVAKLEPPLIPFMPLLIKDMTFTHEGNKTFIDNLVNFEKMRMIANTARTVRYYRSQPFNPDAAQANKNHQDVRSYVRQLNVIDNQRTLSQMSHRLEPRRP
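Exchange assay: 100 nM EPAC2 with 250 nM Rap1B-BODIPY-GDP and 50 uM GDP. Fluorescence (ex 480/em 540 nm) read every 5 min for 30 min at room temperature. Data normalized to 6.5 mM cAMP as agonist control.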
EPAC1 antag: qHTS for Antagonist of cAMP-regulated guanine nucleotide exchange factor 3 (EPAC1): primary screen. 360,000 compounds, 0.14% hits. EPAC1 GEF assay, Rap1b-BODIPY-GDP exchange fluorescence. Rap guanine nucleotide exchange factor 3 (Homo sapiens), O95398. Potency, µM (titrated, usually from 115 µM), for inactives: top-dose activity change, negative = inhibition, most hits filed as inhibitors;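 note: potency is the fitted concentration of half-maximal effect; plate controls were vehicle for no effect and positive control for full effect; nearly all actives have a fitted effect of over 50% in size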
WRN helicase inh: qHTS for Inhibitors of WRN Helicase | 360,000 compounds, 0.46% hits | WRN helicase unwinding, fluorescent forked duplex, kinetic | Bifunctional 3'-5' exonuclease/ATP-dependent helicase WRN (Homo sapiens), Q14191 | Potency, µM (series often up to 114 µM), for inactives: at the highest dose activity change, negative = inhibition, usual class: inhibitors | AID 651768, 2012; note: potency is the fitted concentration of half-maximal effect; % is set by controls: 0 for no effect and ±100 for the full control effect; nearly all actives have a fitted effect of over 55% in size
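Screening of the MLSMR collection measured strand separation of a quenched forked DNA duplex (100 nM) by 20 nM WRN with 2 mM ATP, all final. Compounds were preincubated with enzyme 15 min at room temperature.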
EPAC1 agonist: qHTS for Agonist of cAMP-regulated guanine nucleotide exchange factor 3 (EPAC1): primary screen | Rap guanine nucleotide exchange factor 3 (Homo sapiens), O95398 | EPAC1 agonist qHTS, biochemical assay; response scale: 100% = response to 6.5 mM cAMP | Potency, µM (highest dose often 154 µM), for the others: at the highest dose activation, hits mostly activators | 360,000 compounds, 0.073% hits | AID 720707, 2013; note: potency is the fitted concentration of half-maximal effect; nearly all actives have a fitted effect of over 60% in size
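Read-out is the fluorescence drop as BODIPY-GDP leaves Rap1B (480 nm excitation, 540 nm emission), recorded every 5 minutes over 30 minutes. Reactions held 100 nM EPAC1, 250 nM Rap1B–BODIPY-GDP and 50 uM GDP, with 6.5 mM cAMP setting full activation.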
PLK1 PBD block: qHTS for Inhibitors of PLK1-PDB (polo-like kinase 1 - polo-box domain): Primary Screen; Plk1 PBD binding of FITC phosphopeptide, fluorescence polarization; Potency, µM, inactives show max response, negative = inhibition, hits mostly inhibitors; 360,000 compounds, 2.8% hits; AID 720504, 2013; note: potency is the fitted concentration of half-maximal effect; series mostly up to about 57 µM; % is set by controls: 0 for no effect and ±100 for the full control effect; nearly all actives have a fitted effect of over 65% in size
CCT chaperon mod: High-Throughput Screening for Modulators of Cytosolic Chaperonin Activity; 360,000 compounds, 0.3% hits; activity change, % (test concentration not listed), hits read low; purified chaperonin ATPase assay, HTRF ADP detection, 30 min; AID 651819, 2012; in the data active = activity change below about -30%; note: % is set by controls: 0 for no effect and ±100 for the full control effect
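TRiC (40 or 20 nM final, by batch activity) in 30 mM Tris pH 7.4, 100 mM KCl, 5 mM MgCl2, 1 mM DTT was treated with compound at 76 uM single dose, then 10 uM ATP, 30 min at 37 °C. ADP was read by HTRF Transcreener.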
PI5P4Ka inh: qHTS for Inhibitors of phosphatidylinositol 5-phosphate 4-kinase (PI5P4K) | PI5P4Kalpha enzyme, ADP-Glo luminescence, 60 min; stronger effect = lower value | max response, % | 330,000 compounds, 1.2% hits | AID 652105, 2013; active = max response of -50% or lower; inconclusive = between -30% and -50%; inactive = -30% or higher; note: value at the top dose of about 77 µM; % is set by controls: 0 for no effect and ±100 for the full control effect
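PI5P4Kalpha ADP-Glo assay; 5 microM ATP final; 60 min RT reaction; HEPES pH 7.4/EGTA/CHAPS, 5% DMSO; controls lacking substrate or enzyme; luminescent end-point.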
IL-2 act: qHTS of IL-2 Activators. IL-2 activation reporter assay, cell-based qHTS; stimulated with anti-CD3/CD4/CD28 beads; in transgenic mouse T cells. activation, % (series mostly up to about 46 µM). 360,000 compounds, 0.065% hits. AID 652025, 2013; in the data active = activation above about 50%; inconclusive = mostly about 30% to 49%; note: 0% is about no effect
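Using fluorescent plate cytometry, EGFP and DsRed are detected in transgenic mouse T cells stimulated 18 h at 37 degrees C with antibody-coated beads after 60 min compound pretreatment.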
The depositor's hits bear a star; ? = inconclusive; . = not tested or not shown; [ ] = another dose, or the depositor's remark. Unless noted, calls come from the whole dose curve; as a rule, active = well fitted curve in the direction sought with a large enough effect; inconclusive = small, poorly fitted or top-dose-only effect, or another doubt; inactive = no such curve, though single readings can be large; an effect the other way counts as inactive or inconclusive.

SMILES	EPAC2 agonist	EPAC1 antag	WRN helicase inh	EPAC1 agonist	PLK1 PBD block	CCT chaperon mod	PI5P4Ka inh	IL-2 act
CCC(Sc1nc2cc(OC)c(OC)cc2c(=O)n1Cc1ccco1)C(=O)NCCOC (configuration not stated)	3.4%	-11.6%	-1.3%	7.1%	-7.9%	-0.3	0.2	0.1
COc1cc(OC)cc(-c2noc([C@@H]3O[C@H](CO)[C@@H](O)[C@H]3O)n2)c1	3.7%	3.3%	3.4%	-3.9%	-1.3%	1.3	-1.9	-0.4
COC(=O)COc1cc(Br)c(/C=C2/SC(=O)N(CC(=O)N3CCCC3)C2=O)cc1OC	1.3%	5.6%	2.3%	0.2%	-6.8%	1.2	-2.0	-2.8
COc1ccc(-c2nnc(NC(=O)c3cc(Cl)ccc3Cl)o2)cc1	10.3%	8.0%	-1.8%	3.8%	-14.4%	-3.3	2.4	-3.5
Cn1c2c(c(=O)n(C)c1=O)C(c1ccc(O)cc1)Nc1ccccc1O2 (configuration not stated)	14.7%	0.0%	-6.1%	2.7%	-13.0%	-2.0	16.1	-0.3
Clc1ccc(N2CCN(Cc3c[nH]c4ncccc34)CC2)cc1	0.5%	-11.3%	1.2%	-3.6%	-8.8%	-0.7	-1.4	-0.5
CCc1nc2c(OCCC3CCCCC3)cccn2c1N(C=O)Cc1ccccc1	4.5%	-4.7%	-7.3%	3.1%	-7.5%	0.4	0.0	0.3
COc1ccc(Cl)cc1C(=O)NCC(=O)OCc1ccccc1	18.0%	-1.7%	1.2%	2.0%	4.9%	-1.0	-1.8	0.5
CN(C)c1ccc(C2C=C(c3ccc(Cl)cc3OC(F)F)Nc3ncnn32)cc1 (configuration not stated)	15.9%	-5.7%	-12.4%	?	-8.2%	-3.2	12.4	0.2
COC(=O)[C@@H]1C[C@@H]2CC[C@@H](O)C[C@@H]2N1Cc1ccc(Cl)cc1	1.6%	-2.9%	3.0%	-6.9%	1.5%	-0.5	-1.8	0.1
Cc1ccc2nc(-c3ccccc3)cc(C(=O)O)c2c1	-2.9%	4.4%	7.3%	-4.7%	-2.6%	-0.9	.	-1.1
O=C(CSc1nc2ncc(Cl)cc2[nH]1)NCCc1ccc(F)cc1	5.8%	-12.4%	1.3%	10.5%	-12.7%	-0.2	2.1	-0.9
CCOC(=O)N1CCN(C(=O)c2ccc(Cl)c(S(=O)(=O)Nc3ccccc3)c2)CC1	6.5%	-13.4%	-0.9%	7.0%	-8.0%	-0.1	-1.7	-0.5
COc1ccc(NC(=O)c2cc3c(CO)cnc(C)c3oc2=Nc2cccc(F)c2)c(OC)c1	-6.0%	6.5%	-2.4%	8.1%	2.8%	-0.3	2.1	-0.6
O=C(O)c1cc2n(n1)CCN(Cc1ccccc1Cl)C2=O	2.4%	-12.1%	-2.7%[57.1 µM]	-2.3%	-0.8%	-1.8	-3.0	-0.3

Arranged by value in CCT chaperon mod (ascending): some entries from above.
Compound | CCT chaperon mod
Clc1ccc(N2CCN(Cc3c[nH]c4ncccc34)CC2)cc1 | -0.7
COC(=O)[C@@H]1C[C@@H]2CC[C@@H](O)C[C@@H]2N1Cc1ccc(Cl)cc1 | -0.5
CCOC(=O)N1CCN(C(=O)c2ccc(Cl)c(S(=O)(=O)Nc3ccccc3)c2)CC1 | -0.1
COC(=O)COc1cc(Br)c(/C=C2/SC(=O)N(CC(=O)N3CCCC3)C2=O)cc1OC | 1.2

New compounds follow:
SMILES	EPAC2 agonist	EPAC1 antag	WRN helicase inh	EPAC1 agonist	PLK1 PBD block	CCT chaperon mod	PI5P4Ka inh	IL-2 act
CCOc1ccc(NC(=O)CCCn2c(=S)[nH]c3ccsc3c2=O)cc1	-3.3%	-8.6%	-20.8%	-8.6%	-12.6%	-1.1	4.3	-1.1
C=CCN1C(=S)CC(c2ccccc2)=Nc2ccccc21	8.5%	-21.3%	-7.6%	15.2%	9.1%	0.9	12.2	1.6
Cc1cc(NC(=O)CCC(=O)N(Cc2ccco2)C2(C(=O)NC3CCCCC3)CCCC(C)C2)no1 (configuration not stated)	-1.2%	-0.4%	3.6%	-5.7%	2.2%	1.4	-8.2	1.9
CCCn1cnc2c(cnn2-c2ccc(F)cc2)c1=O	0.0%[15.6 µM]	-0.4%	-7.9%	-0.9%	-0.6%	-0.9	5.2	-0.8
COc1cc2c(cc1NC(=O)c1cccc(Br)c1)CCCC2	6.0%	0.0%	-10.4%	2.0%	-0.5%	-0.2	16.0	-2.4
O=C1c2cccc3cccc(c23)C(=O)N1CC1CCN(S(=O)(=O)c2ccc(F)cc2)CC1	1.8%	4.8%	7.0%	-1.8%	0.4%	0.4	9.7	0.0
CN1CCSc2ccc(C(=O)NCc3ccccc3)cc21	4.6%	11.5%	-5.5%	-9.3%	-11.5%	1.3	-4.8	-2.0
Cc1ccc(S(=O)(=O)/N=c2\sccn2C)cc1	-7.1%	9.9%	-16.8%	4.3%	-2.5%	0.9	-3.2	-3.8
CCCC(C(=O)NC1CCCC1)N(C(=O)Cn1nnc(-c2ccc(C)o2)n1)c1ccccc1OC (configuration not stated)	22.7%	-2.9%	0.7%	15.7%	-9.7%	-3.3	.	-3.9
COCCCNc1nc2c(-c3cccc(C(F)(F)F)c3)nnn2c2ccccc12	-2.4%	15.9%	6.4%	-9.0%	-2.8%	-0.9	2.1	-1.9
Cc1ccccc1-c1cc(=O)c2ccccc2o1	5.3%	3.1%	-2.3%	-3.5%	3.2%	1.9	-0.9	-0.5
CCN1C(=O)C(O)(C2COC(C)(C)CC2=O)c2cc(Br)ccc21 (configuration not stated)	4.4%	20.2%	-1.7%[57.1 µM]	7.3%	-6.4%	0.8	.	-2.0
COC(=O)c1ccc(NC(=O)CC2C(=O)N(c3ccc(C)cc3)C(=O)N2CC(C)C)cc1 (configuration not stated)	13.4%	-1.9%	-8.7%	16.4%	-11.0%	-2.9	.	-3.1
Cc1cc(Cl)c2c(c1)[C@]1(C(=O)N2)[C@@H]2C(=O)N(Cc3ccccc3)C(=O)[C@@H]2[C@@H]2CCCN21	7.7%	-12.8%	-16.0%	8.9%	-15.9%	-0.3	-7.5	-0.8
COc1cc(/C=C(/C#N)C(=O)NCc2ccccc2)cc(OC)c1OC	4.8%	-14.2%	-5.1%	2.1%	-3.8%	-2.8	0.4	3.2
COc1ccc(NC(=O)CN2C(=O)C(C)Oc3ccccc32)cc1 (configuration not stated)	-4.3%	5.3%	-3.7%	3.4%	5.7%	1.4	-4.7	-0.4
COc1ccc(S(=O)(=O)NC(C)C(=O)O)cc1 (configuration not stated)	11.1%	-4.0%	-6.3%	5.7%	-3.3%	-2.3	.	-1.3
COC(=O)c1ccc(NC(=O)CSC2=NCCN2)cc1	11.2%	-5.7%	-10.0%	-1.7%	-4.7%	1.4	5.3	0.7
Cc1ccc(C)c(N2CCN(C(=O)c3csc4ccccc34)CC2)c1	4.3%	-16.9%	-8.8%	-1.8%	-7.2%	0.5	12.9	0.1
COCCN(Cc1nnc(-c2cccs2)o1)C(=O)c1cccc(S(=O)(=O)N2CCOCC2)c1	3.2%	-5.9%	11.4%	-9.3%	2.8%	-0.2	2.8	-0.3
Cc1ccc(NC(=O)CNC(=O)c2ccc(C)o2)cc1	-3.0%	14.8%	9.5%	10.2%	6.1%	-0.8	-2.5	1.7
Cc1cc(OC(C)C(=O)NC2CCN(Cc3ccccc3)CC2)c2c(C)cc(=O)oc2c1 (configuration not stated)	-0.4%	7.3%	0.0%	1.7%	?	-5.5	1.4	2.2
O=C(NC1CCCCC1)c1ccc(S(=O)(=O)N2CCCC2)cc1	3.1%	-11.8%	-1.1%	0.9%	-0.4%	0.3	.	-0.3
C[C@H]1CN([C@@H](C)CO)C(=O)CCCn2cc(nn2)CO[C@@H]1CN(C)C(=O)Nc1ccc(F)cc1	15.2%	9.4%	-6.3%	10.1%	-18.2%	1.4	2.6	0.4
Cc1cccc(C)c1NC(=O)C1(C)CSCC(=O)N1CCOc1ccccc1 (configuration not stated)	4.7%	-17.2%	4.9%	0.7%	-2.2%	.	-2.5	0.1
CCNC(=O)C1(C)CCCN(C(=O)/C=C/c2ccccc2)C1 (configuration not stated)	6.5%	3.2%	0.8%	-15.0%	-9.6%	-2.2	4.3	-0.4
Cc1ccc(Nc2c(-c3ccccc3O)nc3ncccn23)cc1	3.8%	-25.7%	-2.3%	-2.8%	4.0%	1.5	4.4	-2.4
C[N+](C)(CCOc1ccccc1)Cc1ccccc1 (tested in a mixture with another compound)	-0.4%	2.3%	.	-1.5%	?	1.9	-0.4	-0.2
Cc1ccccc1CSCCC(=O)NCCc1ccccc1	-4.9%	-5.8%	-5.9%	6.1%	-10.6%	1.4	4.0	2.4
COc1ccccc1OCC(=O)Nc1ccc(S(=O)(=O)N2CCCC2)cc1	9.2%	-20.7%	-2.7%[57.1 µM]	2.7%	-2.1%	0.4	0.2	-0.9
CCCC(=O)N1CCc2cc(OC)c(OC)cc2C1c1cc2cc3c(cc2[nH]c1=O)OCO3 (configuration not stated)	3.3%	4.1%	1.6%[57.1 µM]	-5.2%	0.6%	-7.9	.	-2.8
S=C(NCc1ccncc1)Nc1ccc(Br)cc1Cl	8.2%	15.8%	7.2%	4.7%	-9.8%	-15.8	-1.0	-4.0
S=C(Nc1ccccc1)N(Cc1ccccc1)Cc1ccncc1	10.9%	-28.2%	9.6%	-4.6%	-2.8%	-0.5	3.4	-0.5
CC(=O)OC(=C(OC(C)=O)c1ccccc1)c1ccccc1	6.9%	13.3%	-5.1%	-9.5%	-4.9%	0.2	-6.2	2.0

Compound profiles, as listed above. Order of values: EPAC2 agonist | EPAC1 antag | WRN helicase inh | EPAC1 agonist | PLK1 PBD block | CCT chaperon mod | PI5P4Ka inh | IL-2 act
`S=C(NCc1ccncc1)Nc1ccc(Br)cc1Cl` is listed as 8.2% | 15.8% | 7.2% | 4.7% | -9.8% | -15.8 | -1.0 | -4.0
`CCCC(=O)N1CCc2cc(OC)c(OC)cc2C1c1cc2cc3c(cc2[nH]c1=O)OCO3` (configuration not stated) is listed as 3.3% | 4.1% | 1.6%[57.1 µM] | -5.2% | 0.6% | -7.9 | . | -2.8

Only part of the results is shown; rates above refer to the full screens.
